Source: PubChem (National Center for Advancing Translational Sciences (NCATS))
KB-3-1 tox: qHTS assay for MDR1-selective chemotherapeutics: Primary screen using the parental adenocarcinoma cell KB-3-1 | KB-3-1 viability, CellTiter-Glo ATP luminescence, 72 h | actives 1.4% (n = 400,000) | AID 1347075, 2019 | Potency, µM (top dose mostly 46.1 µM), without a hit: at the top dose activity change, negative = cytotoxic, hits mostly cytotoxic; further: potency means the concentration at half of the fitted maximal effect; on the % scale 0 is the no-effect control and ±100 the full control effect; nearly all actives have a fitted effect of over 60% in size
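Luminescent ATP read-out (CellTiter-Glo) measures survival of drug-naive KB-3-1 cells after 72 h compound exposure at 37 °C. Titration series was screened from lowest to highest concentration, with DMSO vehicle plates as background controls.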
IL1B secr inh: qHTS for Inhibitors of Inflammasome Signaling: IL-1-beta AlphaLISA Primary Screen | actives 4.7% (n = 360,000) | AID 743279, 2014 | THP-1 LPS/ATP IL-1B secretion, AlphaLISA, 16 h; active compounds read low | activity change, % at 57.5 µM; in the data active means activity change below about -50%; inconclusive means mostly about -30% to -49%; further: on the % scale 0 is the no-effect control and ±100 the full control effect
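Secreted IL-1B measured by AlphaLISA bead assay after 16 h compound exposure of THP-1 cells; compounds (final up to 57.5 uM) added 1 h before LPS (250 ng/mL) and ATP (1.25 mM) stimulation; lower signal means less secretion.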
MCF10A rerep: A quantitative high throughput screen for small molecules that induce DNA re-replication in MCF 10a normal breast cells | AID 624296, 2012 | Potency, µM (series often up to 46.1 µM), inactives show at the highest dose activity, positive = re-replication, usual class: activators | MCF 10A DNA re-replication, Hoechst nuclear intensity, 48 h | actives 2.9% (n = 350,000); further: potency means the concentration at half of the fitted maximal effect; % of control where 0% means no effect; nearly all actives have a fitted effect of over 50% in size
ATXN2 expr inh: Primary qHTS for Inhibitors of ATXN expression; HEK-293 ATXN2-luciferase reporter, luminescence, 24 h; Potency, µM (series often up to 57 µM), inactives show top-dose activity change, negative = inhibition, actives largely listed as inhibitors; actives 0.72% (n = 360,000); AID 1745845, 2022; further: potency means the concentration at half of the fitted maximal effect; on the % scale 0 is the no-effect control and ±100 the full control effect; nearly all actives have a fitted effect of over 55% in size
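ATXN2-luciferase reporter cells (luciferase flanked by upstream and downstream ATXN2 gene portions) were treated 24 h at 37 °C with compounds at up to 57 uM. SteadyGlo luminescence gave expression; GF-AFC fluorescence gave viability.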
KB-V1 MDR tox: qHTS assay for MDR1-selective chemotherapeutics: Primary screen using the drug-selected MDR subline cells KB-V1. KB-V1 MDR cells viability, CellTiter-Glo, 72 h. Potency, µM (titrated, usually from 46.1 µM), without a hit: top-dose activity change, negative = cytotoxicity, most hits filed as cytotoxic. actives 3.4% (n = 400,000). AID 1347076, 2019; further: potency means the concentration at half of the fitted maximal effect; on the % scale 0 is the no-effect control and ±100 the full control effect; nearly all actives have a fitted effect of over 60% in size
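qHTS viability screen in drug-selected KB-V1 MDR cells: 72 h compound treatment at 37 degrees C, ATP luminescence end point.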
WRN helicase inh: qHTS for Inhibitors of WRN Helicase. WRN helicase unwinding, fluorescent forked duplex, kinetic. Potency, µM (top dose mostly 114 µM), without a hit: at the top dose activity change, negative = inhibition, actives largely listed as inhibitors. Bifunctional 3'-5' exonuclease/ATP-dependent helicase WRN (Homo sapiens), Q14191. AID 651768, 2012. actives 0.46% (n = 360,000); further: potency means the concentration at half of the fitted maximal effect; on the % scale 0 is the no-effect control and ±100 the full control effect; nearly all actives have a fitted effect of over 55% in size
Target sequence (Q14191 whole entry, looked up): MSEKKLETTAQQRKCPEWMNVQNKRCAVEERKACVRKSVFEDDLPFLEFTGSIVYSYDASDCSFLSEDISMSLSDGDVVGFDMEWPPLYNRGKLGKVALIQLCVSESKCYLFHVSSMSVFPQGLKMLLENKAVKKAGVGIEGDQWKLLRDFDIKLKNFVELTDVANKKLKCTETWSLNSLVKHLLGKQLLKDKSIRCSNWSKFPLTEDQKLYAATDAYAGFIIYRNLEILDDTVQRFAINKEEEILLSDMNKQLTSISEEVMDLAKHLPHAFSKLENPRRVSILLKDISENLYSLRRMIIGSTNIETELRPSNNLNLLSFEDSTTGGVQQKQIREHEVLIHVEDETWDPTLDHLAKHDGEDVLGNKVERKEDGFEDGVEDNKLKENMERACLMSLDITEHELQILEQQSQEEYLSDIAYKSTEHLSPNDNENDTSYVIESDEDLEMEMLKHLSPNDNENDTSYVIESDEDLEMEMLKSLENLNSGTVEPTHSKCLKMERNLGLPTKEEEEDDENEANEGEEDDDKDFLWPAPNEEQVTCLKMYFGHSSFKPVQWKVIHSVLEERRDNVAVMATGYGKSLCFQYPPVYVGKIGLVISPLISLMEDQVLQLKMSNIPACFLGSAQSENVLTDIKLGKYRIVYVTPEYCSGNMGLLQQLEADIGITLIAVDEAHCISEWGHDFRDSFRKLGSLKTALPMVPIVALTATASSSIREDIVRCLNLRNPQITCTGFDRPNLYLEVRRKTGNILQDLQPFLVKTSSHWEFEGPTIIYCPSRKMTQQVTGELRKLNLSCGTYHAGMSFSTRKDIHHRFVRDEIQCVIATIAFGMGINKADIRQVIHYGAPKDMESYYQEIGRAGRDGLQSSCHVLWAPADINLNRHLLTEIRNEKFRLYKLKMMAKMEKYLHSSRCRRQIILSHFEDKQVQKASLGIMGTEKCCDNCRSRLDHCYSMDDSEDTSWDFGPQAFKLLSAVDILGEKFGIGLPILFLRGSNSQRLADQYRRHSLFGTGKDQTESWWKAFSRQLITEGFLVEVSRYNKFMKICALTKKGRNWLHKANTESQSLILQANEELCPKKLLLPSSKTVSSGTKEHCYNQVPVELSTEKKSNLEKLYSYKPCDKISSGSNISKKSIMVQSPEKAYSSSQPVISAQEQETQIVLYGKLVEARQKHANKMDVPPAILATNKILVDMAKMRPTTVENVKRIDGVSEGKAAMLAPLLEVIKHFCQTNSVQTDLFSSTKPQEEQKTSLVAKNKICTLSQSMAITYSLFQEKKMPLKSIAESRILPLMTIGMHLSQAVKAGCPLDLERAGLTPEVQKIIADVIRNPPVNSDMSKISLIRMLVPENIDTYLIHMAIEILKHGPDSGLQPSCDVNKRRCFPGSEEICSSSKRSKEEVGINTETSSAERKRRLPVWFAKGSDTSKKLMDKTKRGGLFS
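Fluorescence dequenching readout, ex 525 nm/em 598 nm, kinetic mode: forked duplex DNA (100 nM final) with adjacent fluorophore and quencher unwound by WRN (20 nM final) with 2 mM ATP. Compound preincubation 15 min, room temperature.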
HT1080-NT tox: qHTS for induction of synthetic lethality in tumor cells producing 2HG: qHTS for the HT-1080-NT fibrosarcoma cell line; HT-1080-NT fibrosarcoma viability, CellTiter-Glo ATP luminescence, 48 h; Potency, µM (highest dose often 46.1 µM), inactives show at the top dose activity, negative = less viability, hits mostly cytotoxic; actives 1.6% (n = 360,000); AID 686970, 2013;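 further: NT is the 2HG producing partner of a matched IDH1 knockdown line; potency means the concentration at half of the fitted maximal effect; 0% = DMSO-treated cells and -100% = media-only wells without cells; nearly all actives have a fitted effect of over 55% in size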
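A 48-hour cytotoxicity screen used HT-1080-NT cells plated 2 hours before compound delivery. ATP-based CellTiter-Glo luminescence measured viability, normalized to DMSO and no-cell controls.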
HT1080 IDH1KD tx: qHTS for induction of synthetic lethality in tumor cells producing 2HG: qHTS for the HT-1080-IDH1KD cell line. HT-1080 IDH1 knockdown viability, ATP luminescence, 48 h. Potency, µM (doses to about 46.1 µM), for the others: at the highest dose activity, negative = toxicity, most hits filed as cytotoxic. actives 2% (n = 360,000);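 further: potency means the concentration at half of the fitted maximal effect; 0% = DMSO wells and -100% = cell-free medium wells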
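In this qHTS, HT-1080 cells depleted of IDH1 are exposed for 48 h at 37 °C to compound titrations. Toxicity is scored from CellTiter-Glo luminescence, with DMSO as full viability and medium alone as none.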
SW480 rereplic: A quantitative high throughput screen for small molecules that induce DNA re-replication in SW480 colon adenocarcinoma cells; SW480 DNA re-replication, Hoechst DNA content imaging, 48 h; Potency, µM (series often up to 46.1 µM), for inactives: at the highest dose re-replication activation, most hits filed as activators; actives 1.8% (n = 340,000); further: potency means the concentration at half of the fitted maximal effect; % of control where 0% means no effect; nearly all actives have a fitted effect of over 55% in size
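250 cells/well; 23 nL cpd via pin tool; 48 hr, 37 C, 5% CO2; Hoechst 40 min; imager read of total nuclear intensity, ex 405/em 500-530 nm.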
* marks the source's active call; other numbers are inactive results; ? = inconclusive; / = no result given; [ ] = another dose, or the depositor's remark. Unless noted, the call rests on the fitted dose curve; in most records, active means well fitted curve in the direction sought with a large enough effect; inconclusive means small, poorly fitted or top-dose-only effect, or another doubt; inactive means no such curve, though single readings can be large; an effect the other way counts as inactive or inconclusive.

A first look, 8 compounds:
SMILES	KB-3-1 tox	IL1B secr inh	MCF10A rerep	ATXN2 expr inh	KB-V1 MDR tox	WRN helicase inh	HT1080-NT tox	HT1080 IDH1KD tx	SW480 rereplic
COc1ccc(S(=O)(=O)Nc2ccccc2SC)cc1C	0%	-15	1%	-12%	-4%	-13%	0%	4%	-2%
Cc1c(Cl)cccc1NC(=S)N(CCCN1CCOCC1)Cc1ccco1	-1%	-16	8%	-14%	-15%	0%[57.1 µM]	-21%	-12%	?
O=C(c1ccco1)[C@@H]1[C@@H]2C(=O)N(c3ccc(Br)cc3)C(=O)[C@@H]2C2c3ccccc3C=CN21 (some centres undefined)	8%	42	0%	8%	10%	-23%	0%	2%	-7%[9.22 µM]
O=C(CN(C(=O)Cn1nnc(-c2ccc(F)cc2)n1)c1ccc(F)c(Cl)c1)NCC1CCCO1 (centres undefined)	-1%	-18	-3%	/	12%	-2%	-1%	1%	7%
CCSC1=NN2CCS(=O)(=O)N=C2S1	8%	0	2%	-23%	2%	11%	3%	8%	-4%
Cc1ccsc1C1CC(=O)Nc2ccccc2S1 (centres undefined)	?	22	11%	4%	0%	12%	-18%	-8%	1%
Cc1ccc(NC(=O)N2CCCN(C(=O)OC(C)(C)C)CC2)cc1Cl	9%	-24	3%	-15%	-10%	5%	-10%	-9%	-6%
O=C1Nc2ccccc2N=C(c2ccc3c(c2)OCO3)C1N(C(=O)c1ccnc2ccccc12)c1ccccc1 (centres undefined)	?	?	/	-36%	?	-6%	?	?	/

The whole of this part, previewed entries included:
SMILES	KB-3-1 tox	IL1B secr inh	MCF10A rerep	ATXN2 expr inh	KB-V1 MDR tox	WRN helicase inh	HT1080-NT tox	HT1080 IDH1KD tx	SW480 rereplic
COc1ccc(S(=O)(=O)Nc2ccccc2SC)cc1C	0%	-15	1%	-12%	-4%	-13%	0%	4%	-2%
Cc1c(Cl)cccc1NC(=S)N(CCCN1CCOCC1)Cc1ccco1	-1%	-16	8%	-14%	-15%	0%[57.1 µM]	-21%	-12%	?
O=C(c1ccco1)[C@@H]1[C@@H]2C(=O)N(c3ccc(Br)cc3)C(=O)[C@@H]2C2c3ccccc3C=CN21 (some centres undefined)	8%	42	0%	8%	10%	-23%	0%	2%	-7%[9.22 µM]
O=C(CN(C(=O)Cn1nnc(-c2ccc(F)cc2)n1)c1ccc(F)c(Cl)c1)NCC1CCCO1 (centres undefined)	-1%	-18	-3%	/	12%	-2%	-1%	1%	7%
CCSC1=NN2CCS(=O)(=O)N=C2S1	8%	0	2%	-23%	2%	11%	3%	8%	-4%
Cc1ccsc1C1CC(=O)Nc2ccccc2S1 (centres undefined)	?	22	11%	4%	0%	12%	-18%	-8%	1%
Cc1ccc(NC(=O)N2CCCN(C(=O)OC(C)(C)C)CC2)cc1Cl	9%	-24	3%	-15%	-10%	5%	-10%	-9%	-6%
O=C1Nc2ccccc2N=C(c2ccc3c(c2)OCO3)C1N(C(=O)c1ccnc2ccccc12)c1ccccc1 (centres undefined)	?	?	/	-36%	?	-6%	?	?	/
O=C(COc1ccc(Cl)cc1)NCc1nnc(SCC(=O)Nc2ccc3c(c2)OCCO3)o1	0%	34	-32%[inhibitor]	0%	16%	-3%	-7%	-1%	-6%
Cc1c(S(=O)(=O)Nc2ccc(Br)cc2)c(=O)n(C)c(=O)n1C	2%	-28	11%	-22%	-18%	3%	3%	4%	-7%
COc1cccc(C2(O)CC(C(F)(F)F)=NN2C(=O)c2ccccn2)c1 (centres undefined)	0%	-13	-2%	13%[11.3 µM]	-5%	-7%	7%	-2%	-29%
O=c1c2c(nc3cc(-c4ccc(F)cc4)[nH]n13)CCCC2	0%	-10	13%	?	-2%	?	-1%	-6%	0%
N#C/C(=C\c1ccccc1)C(=O)N(c1ccccn1)C1CCCCC1	-14%	-98*	?	-2%	0%	?	?	?	-7%
COc1ccccc1Cn1c(=O)[nH]c2cccnc21	0%	-24	-2%	19%	0%	-10%	1%	9%	30%
COc1ccc(Br)cc1S(=O)(=O)n1c([N+](=O)[O-])cnc1C	4%	20	1%	/	0%	-9%	2%	2%	-5%
O=C(CNC(=O)c1cc(=O)[nH]c2ccccc12)Nc1ccc(F)c(F)c1	1%	12	-3%	-15%	5%	6%	14%	12%	-17%
CN1CCN(C(=O)CCNC(=O)Cn2ccc3ccccc3c2=O)CC1	-19%	-1	3%	-13%	0%	11%	-4%	-13%	0%
CCOC(=O)C1CCN(C(=O)c2ccc(Oc3cc(Cl)cc(Cl)c3)o2)CC1	0%	35	12%	-5%	8%	-22%	7%	1%	-2%
C/C(=N\NC(=O)c1cccc(S(=O)(=O)N2CCOCC2)c1)c1ccco1	-2%	-11	3%	6%	10%	-21%	21%	7%	27%
Cn1c(CCNC(=O)c2ccco2)nc2cc(NC(=O)C3CCCCC3)ccc21	22%	-10	-1%	18%	9%	1%	-22%	-23%	-1%
CCOc1ccc(CCN2C(=S)N([C@@H](Cc3ccc(O)cc3)CN3CCCC3CN3C(=S)NC[C@@H]3Cc3ccc(O)cc3)C[C@@H]2CC(C)C)cc1 (some centres undefined)	?	-69*	?	?	-19%	-5%	-19%	-29%	-2%
O=C(O)c1cccnc1SCc1ccc([N+](=O)[O-])cc1	0%	24	0%	/	-17%	5%	-6%	3%	-13%
CNC(=O)Cc1csc2ccc(Cl)cc12	3%	26	-3%	-2%	15%	-21%	0%	-4%	-3%
CC1(C)CC(=O)C=C(Nc2ccccc2N)C1	0%	4	12%	31%	23%	-6%	-12%	-10%	-10%
O=C(CN1CCN(CC(=O)Nc2ccccc2Cc2ccccc2)CC1)Nc1ccccc1Cl	?	16	16%	-16%	?	12%	11%	17%	0%
CC(C)(C)c1ccc(C(=O)Oc2ccccc2CCC(=O)O)cc1	-3%	/	0%	4%	-11%	6%	-5%	-2%	?
CCN(CC)c1ccc(NC(=O)c2cccnc2)c(C)c1	?	39	15%	-17%	?	-12%	2%	-16%	?
C=CCNC(=S)Nc1ccc(OC(F)F)c(Cl)c1	9%	?	0%	-10%	0%	-2%	-18%	?	-2%
COc1ccc(CC(=O)O/N=C(\N)c2ccc(OC)cc2)cc1	-1%	17	0%	42%[activator]	0%	-20%	1%	2%	0%
CCOC(=O)C1(C)NC(c2cccs2)C2C(=O)N(c3ccc(OC)cc3)C(=O)C21 (centres undefined)	-1%	15	18µM*	1%	-21%	?	15%	10%	?
CCOC(=O)c1c(C)[nH]c(C(=O)N/N=C/c2cccc(OC)c2)c1C	?	33	?	2%	?	-12%	?	?	?
O=C(NC1CCCCC1)c1cc(-c2cccc(Cl)c2)on1	16%	-1	?	18%	0%	-20%	?	22%	-14%
CCOP(=O)(/C(C#N)=C(/O)c1ccccc1)c1ccccc1 (centres undefined)	9%	37	-3%	8%	16%	-8%	13%	5%	?
CC1(C)CC(=O)C(C=NCC2CCCO2)=C(O)C1 (centres undefined)	7%	6	-2%	-3%	0%	5%	-2%	1%	-18%
CN(CCc1cnn(C)c1)C(=O)C1CCC(=O)N(CC2CCCCC2)C1 (centres undefined)	8%	10	2%	2%	5%	-1%	8%	8%	-10%
CNC[C@H]1Oc2c(NS(=O)(=O)c3cccs3)cccc2C(=O)N([C@H](C)CO)C[C@@H]1C	13%	24	-10%	6%	0%	-6%	0%	14%	2%
Nc1ccccc1C(=O)NCc1ccco1	1%	-5	-3%	0%	9%	8%	3%	3%	6%
Cc1c(NC(=O)CN2C(=O)C3C4C=CC(C4)C3C2=O)c(=O)n(-c2ccccc2)n1C (centres undefined)	-3%	-15	-1%	-2%	7%	1%	11%	16%	0%
Cc1ccc(C2C(C(=O)c3cccs3)=C(O)C(=O)N2c2nnc(C)s2)cc1 (centres undefined)	25%	-17	-4%	10%	-4%	-6%	1%	3%	-1%
COc1ccccc1CNC(=O)C(=O)NCCC1CCCCN1S(=O)(=O)c1ccccc1 (centres undefined)	-16%	-11	11%	-16%	-6%	-9%	1%	-2%	13%
Cc1ccc(C(=O)Nc2ccc3c(c2)C(=O)NC3=O)cc1	15%	10	?	-23%	?	-9%	5%	19%	-1%
COC(=O)c1ccc(NC(=S)Nc2cccc(C)n2)cc1	10%	38	27%	14%	7%	-6%	0%	2%	-7%
CC(C)C[C@H]1CNC(=S)N1CC1CCN(CCCC2CCCCC2)CC1	-29%	-54*	?	-13%	0%	5%	-18%	-16%	-2%

Taken from above.
For ATXN2 expr inh, Cc1ccc(C(=O)Nc2ccc3c(c2)C(=O)NC3=O)cc1 has -23%
For KB-V1 MDR tox, COc1cccc(C2(O)CC(C(F)(F)F)=NN2C(=O)c2ccccn2)c1 (centres undefined) has -5%
